Assay outcomes (PubChem)
BCR signal inh = blocks chronic active B-cell receptor signaling; hit rate 0.05% among 340,000; AID 493014; ABC-DLBCL IkBa-CBG/CBR reporter, luminescence ratio, 4 h; Potency, µM (titrated, usually from 46.1 µM), inactives show at the top dose ratio change, negative = lower green/red ratio, hits mostly inhibitors; active = well fitted inhibition curve with a large enough effect in the signal ratio, with a control signal flat, not every such curve was filed as active; inconclusive = small, poorly fitted or top-dose-only effect, or effect the other way, or a change in a side signal; the % refers to the signal ratio;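 note: potency is the fitted concentration of half-maximal effect; plate controls were basal doxycycline-induced cells for no effect and cells given 10 µM MG132 for full effect; MG132 reads +100%, hits lower the ratio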
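Compounds up to 46 uM were incubated four hours with TMD8 cells whose green CBG68 luciferase is fused to IkappaBalpha; red CBR luminescence normalised the signal, and concentration-effect curves were fitted to fusion, red and ratio data.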
a7 integrin act = activators of alpha7 integrin expression for muscular dystrophy; alpha7betagal myoblasts, beta-gal FDG fluorescence, 48 h; hit rate 0.064% among 350,000; AID 624291; Potency, µM (doses to about 38.3 µM), for the others: at the top dose activation, actives largely listed as activators;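 note: potency is the fitted concentration of half-maximal effect; 100% = response of the positive control SU9516; nearly all actives have a fitted effect of over 60% in size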
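Alpha7betagal+/- myoblasts (passage 13) were plated 16-24 hr, then exposed to compounds (1:260 dilution of DMSO stock) for 48 hours at 37C. After MPER lysis, β-galactosidase reporter activity was read as FDG fluorescence (ex 480/em 540) after 30 minutes.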
PTAP TSG101 blk = blocks PTAP/TSG101 interaction to inhibit HIV-1 budding; Potency, µM (top dose mostly 115 µM), for the others: at the highest dose activity change, negative = inhibition, usual class: inhibitors; Q99816; 340,000 tested, under 10 active; Fluorescence polarization, FITC-PTAP peptide / Tsg101 binding; active = well fitted inhibition curve with a large enough effect in the main read-out, with a control signal flat, not every such curve was filed as active; inconclusive = small, poorly fitted or top-dose-only effect, or effect the other way, or a change in a side signal; inactive = no such curve, though single readings can be large or run the other way; note: potency is the fitted concentration of half-maximal effect; % of control where 0% means no effect
Target sequence (Q99816 whole entry, looked up): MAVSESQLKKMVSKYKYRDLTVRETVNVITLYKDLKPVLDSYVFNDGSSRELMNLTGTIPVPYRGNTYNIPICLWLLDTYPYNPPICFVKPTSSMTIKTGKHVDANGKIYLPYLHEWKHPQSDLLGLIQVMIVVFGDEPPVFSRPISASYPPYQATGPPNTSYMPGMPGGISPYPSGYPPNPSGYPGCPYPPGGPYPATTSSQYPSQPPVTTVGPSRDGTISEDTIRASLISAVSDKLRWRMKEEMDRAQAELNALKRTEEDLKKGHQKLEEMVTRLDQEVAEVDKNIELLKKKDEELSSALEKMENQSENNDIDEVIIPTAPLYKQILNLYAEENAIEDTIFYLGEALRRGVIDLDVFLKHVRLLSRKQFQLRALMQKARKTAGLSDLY
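FP read-out: FITC-PTAP peptide, 50 nM final, binding Tsg101 binding domain, 10 uM final; 20 min, r.t.; 10 mM HEPES pH 7.5, 0.15 M NaCl, 0.01% Tween 20, 3 mM EDTA, 0.1 mM TCEP.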
TSHR antag = antagonists of human thyroid stimulating hormone receptor | activity change, negative = inhibition, % at 11.5 µM | hit rate 0.2% among 330,000 | P16473 | TSHR-expressing cells, TSH-stimulated cAMP HTRF, 2 h; active compounds read low | AID 504810;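 active = activity change below a set negative limit, meaning inhibition stronger than a set level, cut at about -70% in these data; inconclusive = activity change between two set negative limits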; note: % is set by controls: 0 for no effect and ±100 for the full control effect
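TSHR-expressing cells, 200/well, pre-treated with compound, then stimulated with EC80 TSH (4nM final) for 2 hours at 37 deg C. cAMP measured by competitive HTRF: anti-cAMP cryptate antibody in lysis buffer plus cAMP-d2, read after 30 minutes at room temperature.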
Eya2 inh = inhibitors of human Eya2 phosphatase activity. hit rate 0.006% among 330,000. AID 488837. O00167. Potency, µM (top dose mostly 76.9 µM), for inactives: top-dose activity, negative = inhibition, usual class: inhibitors. recombinant Eya2, OMFP fluorescence dephosphorylation (OMFP is methylfluorescein phosphate); note: potency is the fitted concentration of half-maximal effect; % is set by controls: 0 for no effect and ±100 for the full control effect
Target sequence (O00167 whole entry, looked up): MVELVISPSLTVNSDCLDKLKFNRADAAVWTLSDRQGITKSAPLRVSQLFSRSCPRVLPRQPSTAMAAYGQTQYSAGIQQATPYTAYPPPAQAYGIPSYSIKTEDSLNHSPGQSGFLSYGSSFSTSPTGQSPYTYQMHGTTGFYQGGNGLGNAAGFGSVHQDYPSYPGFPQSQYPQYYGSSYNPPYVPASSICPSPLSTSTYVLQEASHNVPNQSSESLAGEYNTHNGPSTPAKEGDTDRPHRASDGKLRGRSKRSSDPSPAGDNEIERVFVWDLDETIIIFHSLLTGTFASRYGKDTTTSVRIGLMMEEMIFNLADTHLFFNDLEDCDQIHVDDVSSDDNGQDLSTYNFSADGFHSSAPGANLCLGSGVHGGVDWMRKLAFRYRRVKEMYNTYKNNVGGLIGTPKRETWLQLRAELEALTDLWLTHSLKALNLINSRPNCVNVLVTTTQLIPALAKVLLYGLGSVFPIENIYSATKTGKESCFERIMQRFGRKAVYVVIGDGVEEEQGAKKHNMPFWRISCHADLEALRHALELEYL
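Eya2 protein (added as 0.2 uM solution) was preincubated with compound for 10 min at ambient temperature in 50 mM HEPES pH 7.5, 50 mM NaCl, 5 uM MgCl2, 0.05% BSA, 1 mM DTT. OMFP (added at 50 uM) then reacted 10 min; fluorescence read at 485/525 nm.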
S-ASM inh = inhibitors of human secretory acid sphingomyelinase. P17405. hit rate 0.006% among 340,000. Potency, µM (top dose mostly 57.5 µM), inactives show at the highest dose activity change, negative = inhibition, most hits filed as inhibitors. placental ASM, HMU-PC fluorogenic substrate, 60 min. AID 504937; note: potency is the fitted concentration of half-maximal effect
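Fluorogenic HMU-PC substrate (9 uM final) is turned over by placental ASM in 60 min at 37 C after a 10 min compound preincubation. Reaction ended by alkaline stop (pH 10), with fluorescence read at 386/447 nm.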
AT treatment = potential ataxia-telangiectasia treatments restoring KAP-1 phosphorylation; hit rate 0.19% among 320,000; AID 485349; Potency, µM (series often up to 57.5 µM), for the others: at the highest dose activation, hits mostly activators; […] A-T fibroblasts, KAP-1 phosphorylation AlphaLISA; neocarzinostatin DNA damage 30 min before lysis; note: potency is the fitted concentration of half-maximal effect; % of control where 0% means no effect; nearly all actives have a fitted effect of over 45% in size
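hTERT-immortalized A-T patient fibroblasts ([…]), 500 cells/well in OPTI-MEM, 1% FBS, got compounds for 60 min, then NCS for 30 min at 37C. Lysates were then assayed for phospho-KAP-1 by AlphaLISA (anti-pKAP1 donor, anti-KAP1 acceptor beads), 6 hr at 25C.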
TCR activator = activators of T cell receptors | primary human leukocytes, anti-CD3, IL-2 HTRF, 48 h | Potency, µM (titrated, usually from 9.22 µM), for the others: top-dose activation of IL-2 secretion, hits mostly activators | 330,000 tested, under 10 active | AID 504894; note: % of control where 0% means no effect
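1) Mix primary human leukocytes, a-CD3 beads and compound. 2) Incubate 48 hr. 3) Add HTRF IL-2 reagents (a-IL-2-K, a-IL-2-d2).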
ELG1 repair inh = blocks ELG1-dependent DNA repair in HEK293T cells; HEK293T ELG1-luciferase reporter, luminescence, 16 h; DNA damage induced by 5-fluorouridine; Potency, µM (doses to about 46.1 µM), for the others: at the highest dose activity change, negative = inhibition, most hits filed as inhibitors; hit rate 2.3% among 330,000; note: potency is the fitted concentration of half-maximal effect; % is set by controls: 0 for no effect and ±100 for the full control effect; nearly all actives have a fitted effect of over 55% in size
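Overnight (16 hr) co-exposure of 2,000 cells/well to 5-fluorouridine and compound at 37 °C preceded detection. Luciferase was quantified via ONE-Glo luminescence; loss of signal denotes inhibition.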
Mito fusion act = blocks mitochondrial division or promotes mitochondrial fusion | S. cerevisiae fusion-defective mutant growth rescue, CellTiterGlo 48 h | Potency, µM (top dose mostly 46.1 µM), for inactives: at the top dose growth rescue (activation), usual class: activators | hit rate 0.23% among 320,000;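 note: potency is the fitted concentration of half-maximal effect; % of control where 0% means no effect; nearly all actives have a fitted effect of over 45% in size; temperature-sensitive fusion mutants such as fzo1-1 at 37 °C on non-fermentable ethanol glycerol medium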
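Yeast fusion mutant, YPEG (non-fermentable carbon), compound, 48 h at 37C non-permissive; CellTiterGlo added, 10 min RT, luminescence read. Rescued growth = division inhibition.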
Tb PFK inh = T. brucei PFK enzyme inhibition. Potency, µM (titrated, usually from 57.5 µM), without a hit: at the highest dose activity, negative = inhibition, hits mostly inhibitors. T. brucei PFK, ADP-Glo luminescence. hit rate 0.17% among 330,000. AID 485367;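 note: potency is the fitted concentration of half-maximal effect; 0% = uninhibited 1x PFK enzyme wells and -100% = no-enzyme wells; nearly all actives have a fitted effect of over 60% in size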
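ADP-Glo luminescence quantified ADP after 45 min at room temperature, with 1.25 nM T. brucei PFK, 0.1 mM ATP and 0.5 mM fructose-6-phosphate in pH 8.0 TEA buffer. qHTS titrations up to 57 µM; curves classified by quality.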
* marks the source's active call; other numbers are inactive results; ? = inconclusive; · = not tested or not shown; [ ] = another dose, or the depositor's remark. Unless noted, calls come from the whole dose curve; as a rule, active = well fitted curve in the direction sought with a large enough effect; inconclusive = small, poorly fitted or top-dose-only effect, or another doubt; inactive = no such curve, though single readings can be large; an effect the other way counts as inactive or inconclusive.

canonical_smiles,Mito fusion act,ELG1 repair inh,TCR activator,BCR signal inh,PTAP TSG101 blk,Eya2 inh,a7 integrin act,S-ASM inh,AT treatment,Tb PFK inh,TSHR antag
COc1ccc(-n2cnnc2SCC(=O)c2cc(C)n(Cc3cccs3)c2C)cc1,2%,-7%,3%,0%,-6%,0%,-7%,-4%,11%,?,2
Cc1cc(Cl)ccc1Oc1ncc(CN2CCN(c3ccccc3)CC2)s1,4%,-24%,7%,15%,-7%,7%,-3%,4%,2%,5%,-21
C/C(=N/OC(=O)c1cccc(Cl)c1)c1nccs1,-3%,-5%,4%,-1%,-3%,2%,-18%,-1%,3%,0%,10
CC(CN1CCOCC1)OC(=O)CCc1ccccc1 (configuration not stated),1%,8%,-3%,2%,-3%,4%,8%,4%,2%,0%,-2
CCOc1ccc(CCNC(=O)CCc2nc3ccccc3[nH]2)cc1OCC,-4%[9.22 µM],27%,0%,0%,-6%,-5%,12%,5%,3%,-2%,22
CCN(CC)S(=O)(=O)c1ccc(OC)c(NC(=O)CC2CCCC2)c1,-4%,1%,-5%,-4%,-6%,0%,1%,1%,9%,-9%,6
COc1ccc(CCNc2cc(C)nc(N)n2)cc1OC,6%,0%,11%,-8%,-6%,-4%,-13%,1%,5%,-3%,3
CCN(CC(=O)Nc1c(F)cccc1F)C(=O)CSCC(=O)Nc1cc(C)on1,1%,24%,-3%,-1%,-4%,-24%,1%,8%,-2%,-15%,1
Cc1cc(=O)oc2c3c(cc(OCC(=O)NC(Cc4ccc(Cl)cc4)C(=O)O)c12)OC(C)(C)CC3 (configuration not stated),0%,3%,5%,6%,0%,12%,3%,32%,-5%,-1%,3
CCC1CCC2(CC1)NC(=O)N(CC(=O)c1c(C)[nH]c3ccccc13)C2=O (configuration not stated),3%,-20%,0%[46.1 µM],-13%,-4%,-9%,-3%,0%,-4%,-8%,16
Cc1ccc(C)c(C(=O)OCC(=O)N(C)c2ccccc2)c1,4%,5%,-12%,-6%,1%,-8%,7%,-1%,4%,0%,2
O=C(CSc1ccc(-c2ccccn2)nn1)NCc1ccc(Cl)cc1,4%,?,0%,-4%,0%,-11%,-13%,0%,-4%,-11%,-2
CCN(CC)c1ccc(-n2cc3c(=O)n(C)c(=O)n(C)c3c2)cc1,4%,-15%,0%,?,-1%,-9%,-22%,145%[activator],-1%,-1%,-9
O=C1C(=O)N(Cc2ccco2)C(c2cccc(Cl)c2)/C1=C(\O)c1ccc2c(c1)OCCO2 (configuration not stated),2%,2%,-4%[46.1 µM],10%,0%,7%,25%,0%,·,0%,1
CC(=O)/C(=C/N(C)C)C(=O)Nc1ccc(Cl)cc1Cl,0%,-29%,-7%,?,-3%,2%,?,6%,-4%,2%,-13
Cc1ccc(NS(=O)(=O)c2c(C)[nH]c(C)c2C(=O)N2CCCC2)cc1,-6%,1%,-2%,0%,-4%,7%,9%,-2%,1%,4%,4
CC1(C)N=C(N)N=C(N)N1c1cccc(CN)c1,-4%,2%,0%,?,0%,-4%,4%,0%,28µM*,1%,-2
CCS(=O)(=O)N1N=C(c2cccs2)CC1c1cc2cc(C)ccc2nc1Cl (configuration not stated),16%,11%,-3%,7%,12%,-6%,0%,-1%,36%,-2%,3
CCOc1ccccc1-n1c(=S)sc2c(=O)n(-c3ccccc3)c(=S)[nH]c21,-9%,10%,0%,-4%,0%,-1%,-24%,0%,-1%,0%,-2
CC(=O)Nc1c(OC(C)=O)ccc2c(C)cc(=O)oc12,-4%,5%,-9%,0%,-2%,32%,-16%,·,·,4%,19
O=C(CCCCn1c(=O)[nH]c2ccsc2c1=O)NCc1ccc2c(c1)OCO2,-3%,-9%,4%,2%,-2%,-8%,12%,-2%,2%,0%,1
CN1/C(=C\C(=O)COC(=O)C2COc3ccccc3O2)C(C)(C)c2ccccc21 (configuration not stated),-2%,-22%,-12%,?,1%,4%,-42%,38%,9%,-5%,-1
CCOC(=O)N1CCN(C(c2ccc(Cl)cc2)c2sc3nc(C)nn3c2O)CC1 (configuration not stated),-1%,5%,4%,1%,-2%,-9%,27%,-4%,-70%[inhibitor],0%,16
O=C(CCc1nc2ccccc2c(=O)[nH]1)Nc1nc(-c2cccs2)cs1,-2%,0%,2%,-4%,-3%,-5%,-50%[inhibitor],-4%,4%,-7%,2
CC1CC(C)CN(S(=O)(=O)c2cc3c4c(c2)CCC(=O)N4CCC3)C1 (configuration not stated),9%,-10%,-8%,1%,-2%,14%,-4%,-1%,-11%,-1%,-3

Further results follow.
canonical_smiles,Mito fusion act,ELG1 repair inh,TCR activator,BCR signal inh,PTAP TSG101 blk,Eya2 inh,a7 integrin act,S-ASM inh,AT treatment,Tb PFK inh,TSHR antag
CC(C)N(C(=O)CSc1nnc(-c2cc3ccccc3cc2O)n1Cc1ccco1)C(C)C,12%,?,1%,2%,-10%,8%,-30%,6%,-1%,-11%,-4
Cc1oc(-c2ccccc2F)nc1CS(=O)CC(=O)NCc1cccs1 (configuration not stated),0%,5%,-1%,7%,-4%,4%,28%,-1%,1%,-6%,-10
CC/C=C/C(=O)N1CC2(CC(c3cccc(NC(=O)c4ccccc4)c3)=NO2)C[C@@H]1C(N)=O (some centres not stated),0%,-6%,-2%,?,·,15%,37%,-3%,-2%,1%,-7
O=C1CC(N2CCN(c3ccccc3F)CC2)C(=O)N1c1ccc2c(c1)OCCO2 (configuration not stated),-11%,-9%,2%,-2%,-3%,10%,9%,2%,7%,2%,-1
Cn1c(SCC(=O)c2ccccc2)nnc1-c1ccncc1,-2%,?,-1%,-5%,-3%,-16%,14%,-1%,3%,3%,-5
O=C(NCC(c1cccnc1)N1CCN(c2ccccc2F)CC1)OCc1ccccc1 (configuration not stated),4%,23µM*,-5%,?,0%,-4%,2%,1%,·,-6%,-14
COc1ccc(/C=C/C(=O)NC2CC3CCC2C3)cc1 (configuration not stated),6%,?,3%,?,-5%,-3%,-38%[inhibitor],-1%,-4%,1%,-8
COc1ccc(CNC(=O)CSc2nnc3c(n2)[nH]c2ccc(OC)cc23)cc1,4%,-9%,2%,-8%,-4%,13%,31%,-3%,-3%,0%,4
Cc1ccc(C(=O)O)cc1NC(=S)NC(=O)Cc1ccccc1,-2%,0%,-4%,-6%,0%,0%,6%,0%,2%,?,7
CN(C)CC(C)(C)CNC(=O)C1CCN(Cc2ccccc2O)CC1,0%,-2%,-3%,-2%,-4%,0%,-58%[inhibitor],-2%,1%,-2%,6
Brc1ccc(Nc2nc(-c3cccnc3)cs2)cc1,7%,?,-1%,?,1%,-1%,-22%,0%,8%,-9%,-7
CCN(CC)C(=O)CSc1ncnc2c(-c3ccc(OC)cc3)nsc12,0%,14%,·,6%,·,-9%,·,·,6%,1%,2
Cc1ccc(NC(=O)OCc2cn(-c3ccc(Cl)cc3)nn2)cc1,-1%,-1%,-7%,5%,0%,2%,13%,4%,0%,1%,23
NC(=O)C1(NC(=O)[C@@H]2CC3(CC(c4cccc(NC(=O)[C@@H]5CCC(=O)N5)c4)=NO3)CN2C(=O)Cc2ccc(C(F)(F)F)cc2)CC1 (some centres not stated),-4%,3%,2%,9%,-3%,?,13%,-3%,0%,3%,-4
O=C(CN1C(=O)CC(c2ccccc2)Sc2ccccc21)NCC1CCCO1 (configuration not stated),-21%,-5%,-10%,-4%,-8%,2%,-18%,-1%,-2%,-9%,-12
CC1=C(C(=O)OCCBr)C(c2cccc3ccccc23)NC(=O)N1 (configuration not stated),-9%,22%,2%,-4%,0%,-7%,-18%,3%,-11%,-4%,0
CC(C)C(c1nnnn1Cc1cccs1)N1CCN(C(=O)c2ccco2)CC1 (configuration not stated),-6%,6.5µM*,4%,-6%,0%,1%,0%,1%,-1%,0%,-8
